Assay outcomes deposited in PubChem BioAssay by Sanford-Burnham Center for Chemical Genomics.
hIAP inh = blocks human intestinal alkaline phosphatase. 330,000 compounds, 0.12% hits. purified IAP, CDP-Star luminescence, 30 min. P09923. inhibition, % at 10 µM. AID 2544;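 active = inhibition reaching a set limit with compound at 10 µM in the primary screen, cut at about 35% in these data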;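 also: plate controls were DMSO wells with enzyme for no effect and no-enzyme buffer wells for full effect; values of inactives mirror those of a sister screen read the other way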
APOBEC3A inh = blocks human APOBEC3A ssDNA deamination | recombinant A3A, FAM/TAMRA ssDNA deamination fluorescence | 330,000 compounds, 0.41% hits | P31941 | inhibition, % at 20 µM | AID 493011;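 active = at least 40% inhibition at 20 µM here, with at most 30% in a related deaminase screen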;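 also: plate controls were A3A with DMSO for no effect and wells lacking A3A enzyme for full effect; some results filed as inactive read as strong as hits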
hIAP activ = increases human intestinal alkaline phosphatase activity. P09923. purified human IAP, CDP-Star luminescence, 30 min; active compounds read high; 1 = vehicle-only enzyme, 0 = enzyme-free background. activation factor at 10 µM. 330,000 compounds, 0.16% hits;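 active = activation factor of the enzyme at least 2-fold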; also: the source names both 10 and 20 µM as test concentration; values of inactives mirror those of a sister screen read the other way
ATG4B inh = inhibitors of human ATG4B cysteine protease; Q9Y4P1; ATG4B cleavage of LC3-PLA2, NBD-HPC fluorescence, 1 h; inhibition, % at 8.33 µM; 340,000 compounds, 0.51% hits; AID 504462; in the data active = inhibition above about 40%
PfGluPho inh = PfG6PD (Plasmodium falciparum) enzyme inhibition; PfGluPho enzyme, NADPH resazurin-diaphorase fluorescence; AID 504690; 350,000 compounds, 0.78% hits; inhibition, % at 20 µM;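 active = inhibition reaching at least a set limit at 20 µM in the primary screen, cut at about 59% in these data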;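 also: 0% = DMSO wells with substrate and 100% = DMSO wells lacking glucose-6-phosphate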
mIAP act = increases mouse intestinal alkaline phosphatase activity; muIAP, CDP-Star luminescence, 30 min; active compounds read high; 1 = vehicle-only enzyme signal, 0 = enzyme-free wells; activation factor at 10 µM; 330,000 compounds, 0.24% hits;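 active = activation factor of at least 2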; also: the source names both 10 and 20 µM as test concentration; values of inactives mirror those of a sister screen read the other way
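Assay system: mouse IAP enzyme; reagent: chemiluminescent substrate CDP-Star; dosing: test compounds delivered from DMSO solution; schedule: 30 min at room temperature; measured by: luminescence from enzymatic CDP-Star hydrolysis; controls: DMSO-only wells and no-enzyme negative control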
HKDC1 inhibitor = HKDC1 (human) hexokinase inhibition; Q2TB90; recombinant HKDC1, G6PDH/diaphorase resazurin coupled fluorescence; inhibition, % at 20 µM; 340,000 compounds, 0.16% hits; AID 493160;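 active = inhibition above about 35% when tested at 20 µM, limit read from the data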;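 also: plate controls were DMSO wells with enzyme for no effect and DMSO wells lacking enzyme for full effect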
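Material: recombinant HKDC1 hexokinase; Amount: HKDC1 at 5 µg/mL; Medium: Tris pH 8.0 buffer with MgCl2, Tween-20, BSA, BME; Schedule: 90 min reaction incubation at room temperature, dark; Technique: coupled resazurin fluorescence, excitation 525 nm, emission 613 nm.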
mIAP inh = mouse IAP inhibition; purified mouse IAP, CDP-Star luminescence, 30 min; inhibition, % at 10 µM; 330,000 compounds, 0.2% hits; AID 2806;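 active = inhibition of at least 40% at 10 µM in the primary screen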;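 also: plate controls were DMSO with enzyme for no effect and no enzyme wells for full effect; values of inactives mirror those of a sister screen read the other way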
Active calls of the source: *.

cpd	compound	hIAP inh	APOBEC3A inh	hIAP activ	ATG4B inh	PfGluPho inh	mIAP act	HKDC1 inhibitor	mIAP inh
1	O=C(OCC(=O)N1CCCC1=O)c1cccc(S(=O)(=O)N2CCOCC2)c1	-11	-3	1.1	3	-10	1	-4	-3
2	N#Cc1c(NC(=O)CCN2C(=O)c3ccccc3C2=O)oc(-c2ccccc2)c1-c1ccccc1	-1	2	1	2	-22	1	-1	0
3	Cc1cccc(-n2cnc3c(sc4nc(N5CCOCC5)c5c(c43)CCCC5)c2=O)c1	8	1	0.92	8	10	0.96	-2	4
4	COC(=O)c1noc(C)c1-c1ccnn1C(=O)c1ccc(Cl)cc1	-12	-5	1.1	20	-10	1.1	-2	-7
5	CCN(C(=O)COC(=O)CNC(=O)c1ccc2ccccc2c1)C1CCS(=O)(=O)C1 (stereo not given)	-17	-1	1.2	4	6	1	-8	-3
6	CCCCn1c(N)c(N(CCOC)C(=O)CSCc2ccccc2C)c(=O)[nH]c1=O	1	-3	0.99	-1	10	0.97	3	3
7	O=C(/C=C/c1ccc(Cl)c(Cl)c1)NCc1ccco1	16	1	0.84	17	9	1	4	-1
8	Cc1nc2ccccc2n1S(=O)(=O)c1ccc(F)cc1	0	0	1	-13	2	1	-3	-4
9	O=c1cc(CN2CCN(c3ccc(F)cc3)CC2)nc2sccn12	-3	-2	1	3	-3	1	-4	-4
10	COc1cc(/C=N/NC(=O)c2ccncc2)ccc1OCc1cnc(Cl)s1	-11	4	1.1	-2	-9	1	-8	-1
11	O=C(CSc1c(Cl)cccc1Cl)N1CCC(c2nc3ccccc3s2)CC1	-23	-2	1.2	21	-8	1	0	0
12	COc1ccc(CCNC(=O)c2c(N)no[n+]2[O-])cc1OC	4	2	0.96	8	-10	0.98	-4	2
13	O=C(O)Cn1cc(C(=O)C2CC2)c2ccccc21	7	2	0.93	1	6	0.94	6	6
14	Cc1nnc(NC(=O)CCNC(=O)c2ccccc2Cl)s1	-5	0	1	-1	-2	0.93	-1	7
15	CCCCC/C(=N\NC(=O)CCC(=O)NCc1ccccc1)c1ccccc1	-11	0	1.1	5	-6	1	8	-3
16	O=C(NCCCN1CCCCC1)c1ccc2c(c1)NC(=O)C(N1CCCCC1)S2 (stereo not given)	-18	-2	1.2	-1	-13	0.94	4	6
17	COc1ccc(CCNC(=O)CCCc2nnc3n(C)c(=O)c4sccc4n23)cc1OC	12	3	0.88	6	4	0.99	-2	1
18	Cc1cc(NC(=O)CN2CCN(c3ncccn3)CC2)no1	20	-1	0.8	1	-7	0.92	0	8
19	CC(C)(C)c1cc(OS(C)(=O)=O)ccc1O	-8	-1	1.1	-1	-9	1.1	-3	-5
20	CCN(CC(=O)Nc1cccc(S(=O)(=O)N(C)c2ccccc2)c1)Cc1cccs1	24	1	0.76	-1	7	1.1	-1	-9
21	COc1ccc(CNC(=O)C(=O)NCC2OCCN2C(=O)c2ccc(OC)cc2)cc1 (stereo not given)	-4	-5	1	3	-2	1	-5	-1
22	COc1ccc(CCN(Cc2cc3cc(C)ccc3[nH]c2=O)C(C)=O)cc1OC	-10	5	1.1	-7	18	0.95	3	5
23	CC1(C)c2[nH]c3ccccc3c2C[C@H]2C(=O)N(N)CC(=O)N21	-3	-1	1	-4	14	1.1	-1	-14
24	O=C(NCc1cccnc1)NC1CC(=O)N(c2ccc3c(c2)OCCO3)C1 (stereo not given)	1	-3	0.99	6	2	1	4	-2
25	CN(C)c1ccc(NC(=O)CSc2nnc(-c3cnccn3)n2C)cc1	-21	-2	1.2	-2	5	1	-1	-3
26	COc1ccc2oc(=O)c(C(=O)NCc3ccc4c(c3)OCO4)cc2c1	13	-6	0.87	14	-5	1	-5	0
27	COc1ccc(OC)c(NC(=O)CCN2CCCCC2)c1	15	5	0.85	-15	10	0.95	0	5
28	O=C(CNC(=O)c1ccc2ccccc2c1)Nc1ncccc1O	10	0	0.9	-11	15	0.82	9	18
29	COc1ccc(CCNC(=O)CCCN2C(=O)c3ccccc3C2=O)cc1	11	-3	0.89	8	8	0.92	-3	8
30	COc1ccccc1C(=O)Nc1ccc2[nH]ncc2c1	11	-1	0.89	0	-9	0.98	-3	2

12 entries out of the list, ordered by heavy-atom count, lowest first.
cpd	compound	hIAP inh	APOBEC3A inh	hIAP activ	ATG4B inh	PfGluPho inh	mIAP act	HKDC1 inhibitor	mIAP inh
19	CC(C)(C)c1cc(OS(C)(=O)=O)ccc1O	-8	-1	1.1	-1	-9	1.1	-3	-5
13	O=C(O)Cn1cc(C(=O)C2CC2)c2ccccc21	7	2	0.93	1	6	0.94	6	6
30	COc1ccccc1C(=O)Nc1ccc2[nH]ncc2c1	11	-1	0.89	0	-9	0.98	-3	2
27	COc1ccc(OC)c(NC(=O)CCN2CCCCC2)c1	15	5	0.85	-15	10	0.95	0	5
12	COc1ccc(CCNC(=O)c2c(N)no[n+]2[O-])cc1OC	4	2	0.96	8	-10	0.98	-4	2
28	O=C(CNC(=O)c1ccc2ccccc2c1)Nc1ncccc1O	10	0	0.9	-11	15	0.82	9	18
25	CN(C)c1ccc(NC(=O)CSc2nnc(-c3cnccn3)n2C)cc1	-21	-2	1.2	-2	5	1	-1	-3
10	COc1cc(/C=N/NC(=O)c2ccncc2)ccc1OCc1cnc(Cl)s1	-11	4	1.1	-2	-9	1	-8	-1
15	CCCCC/C(=N\NC(=O)CCC(=O)NCc1ccccc1)c1ccccc1	-11	0	1.1	5	-6	1	8	-3
22	COc1ccc(CCN(Cc2cc3cc(C)ccc3[nH]c2=O)C(C)=O)cc1OC	-10	5	1.1	-7	18	0.95	3	5
3	Cc1cccc(-n2cnc3c(sc4nc(N5CCOCC5)c5c(c43)CCCC5)c2=O)c1	8	1	0.92	8	10	0.96	-2	4
2	N#Cc1c(NC(=O)CCN2C(=O)c3ccccc3C2=O)oc(-c2ccccc2)c1-c1ccccc1	-1	2	1	2	-22	1	-1	0

The results go on:
cpd	compound	hIAP inh	APOBEC3A inh	hIAP activ	ATG4B inh	PfGluPho inh	mIAP act	HKDC1 inhibitor	mIAP inh
31	O=C(c1ccc(Cl)cc1)c1ccccc1C(=O)N1CCOCC1	5	-3	0.95	-12	63*	0.96	-9	4
32	N=c1ccn(Cc2ccc(Cl)cc2Cl)cc1	-2	-5	1	2	-17	1	4	0
33	CC(=O)c1ccc(NC(=O)c2ccc3c(=O)n4c(nc3c2)CCCCC4)cc1	18	6	0.82	-8	-5	0.95	3	5
34	CC(=O)c1cccc(S(=O)(=O)N2CCn3cccc3C2C)c1 (stereo not given)	1	13	0.99	-12	3	1	-3	0
35	Cc1ccccc1C(=O)N1CCC(C(=O)N2CCCc3ccccc32)CC1	-3	2	1	-3	5	1	3	0
36	COc1ccc(OCC(=O)Nc2cc(C)c(Cl)cc2OC)c([N+](=O)[O-])c1	-7	6	1.1	3	4	0.9	15	10
37	C[C@H](CO)N1C[C@H](C)[C@H](CN(C)C(=O)Nc2ccc(F)cc2)Oc2c(NC(=O)c3ccc(-c4nccs4)cc3)cccc2C1=O	-10	0	1.1	-16	40	0.99	14	1
38	C[n+]1ccccc1N1CCN(c2ccccc2Cl)CC1	20	60*	0.8	4	-5	0.96	-7	4
39	O=C(COc1coc(CN2CCCc3ccccc32)cc1=O)Nc1cccc([N+](=O)[O-])c1	9	-3	0.91	6	-10	0.97	1	3
40	O=C(CNC(=O)c1sc2ccccc2c1Cl)NCc1cccc(C(F)(F)F)c1	0	0	1	6	-12	0.98	0	2
41	O=C(NCc1cccnc1)c1cccn2c(=O)c3sccc3nc12	-12	3	1.1	1	1	0.92	-1	8
42	COc1ccc(/C=C/C(=O)N(C)c2ccccc2C(=O)O)cc1	8	-2	0.92	-5	1	1.1	-7	-9
43	O=C(Nc1ccccc1)NC1CCCCCCC1	-2	4	1	0	5	1.6	-4	-62
44	CC(C)C[C@@H](CSc1ccc(Br)cc1)N1CCN(C)CCC1=O	5	0	0.95	-6	-5	1	-6	-2
45	CC(C)CCOP(=O)(c1ccc(N(C)C)cc1)C(O)c1c(Cl)cccc1Cl (stereo not given)	3	-4	0.97	1	-3	1.1	1	-7
46	COc1ccccc1NC(=O)CCN1CCCCCC1	-5	-2	1.1	-7	-10	1.1	-7	-7
47	O=C1CCC(/C=C/c2ccccc2)=NN1Cc1ccc(F)cc1	15	-1	0.85	-10	3	0.92	-5	8
48	CCOc1cc(C(=O)Nc2ccc(NC(C)=O)cc2)ccc1OCC(=O)N1CCCCC1	1	11	0.99	-2	-10	0.97	-11	3
49	CCC1(CC)Cc2ccccc2C(=O)N1	14	2	0.86	0	3	0.95	-4	5
50	COc1cc(/C=C/C(=O)Nc2nnc(C(C)(C)C)s2)cc(OC)c1OC	-19	-8	1.2	-16	28	0.99	-5	1
51	CC1(C)CC(=O)c2cn3c(nc2C1)nc1ccccc13	-10	-1	1.1	-4	-8	0.97	-5	3
52	O=C(N/N=C/c1cccc(OCC(=O)N2CCCC2)c1)C(=O)Nc1ccccc1F	12	-7	0.88	-9	-12	0.95	-7	4
53	Cc1ccc2cc(CN(C(=O)c3cccnc3)C(C)C)c(=O)[nH]c2c1	6	-2	0.94	2	4	1	-6	0
54	CCCCSc1nc(N)c(C#N)c(-c2cccs2)c1C#N	5	2	0.95	-3	13	0.96	24	4
55	CN(C(=O)c1cnccn1)c1nnc(-c2cnccn2)s1	11	0	0.89	-10	5	1.1	-8	-6
56	CCC(=O)NC(c1ccc([N+](=O)[O-])cc1)c1c(O)ccc2ccccc12 (stereo not given)	5	-2	0.95	-5	36	0.94	12	6
57	CC1(NC(=O)CCS(=O)(=O)c2ccc(Cl)cc2)CCS(=O)(=O)C1 (stereo not given)	-6	-5	1.1	3	-2	0.96	0	4
58	C#CCOCCOCCOCCNc1nc(N2CCN(C(=O)CCCCCCCCCCNC(=O)[C@H]([C@@H](C)CC)n3cc(CCCCCN)nn3)CC2)nc(N2CCN(C(=O)CCCCCCCCCCNC(=O)[C@H](CCCCN)n3cc(CCCC(=O)O)nn3)CC2)n1	-8	-3	1.1	3	19	2.4*	-6	-142
59	Cc1ccc(S(=O)(=O)N2CCCCC2)cc1NC(=O)CNc1ccc(C(F)(F)F)cc1	6	11	0.94	-16	-1	1.2	1	-22
60	CCOC(=O)c1cc2cc(C)ccc2[nH]1	-16	3	1.2	-2	4	1	7	-3
61	O=C1C2=C(C(c3ccccc3)=NCCN2)C(c2cccc([N+](=O)[O-])c2)N1c1ccccc1 (stereo not given)	-4	-3	1	0	10	0.87	15	13
62	COc1c2ccoc2c(OC)c2oc(=O)ccc12	-8	7	1.1	-6	20	0.94	-5	6
63	O=C(O)c1ccc2c(c1)C(=O)N(c1cccc3ccccc13)C2=O	-7	0	1.1	-1	-26	0.98	6	2
64	COc1ccc(NC(=O)Cn2nc([N+](=O)[O-])c(Cl)c2C)cc1OC	-5	2	1	-2	-10	0.95	-10	5
65	Cc1ccc([N+](=O)[O-])cc1N=C(c1cccc(Br)c1)N1CCOCC1	6	1	0.94	-7	-8	0.98	5	2
66	CCOC(=O)c1csc(NC(=O)CSc2nnnn2CC)n1	-7	-1	1.1	9	-3	1	-1	-2
